Screens (PubChem BioAssay)
TDP1 block = qHTS Assay for Inhibitors of Tyrosyl-DNA Phosphodiesterase (TDP1) | Potency, µM (highest dose often 130 µM), for the others: at the highest dose activity change, negative = inhibition, actives largely listed as inhibitors | Tyrosyl-DNA phosphodiesterase 1 (Homo sapiens), Q9NUW8 | AID 485290, 2010 | 350,000 compounds, 0.28% hits | recombinant TDP1, AlphaScreen DNA substrate cleavage; active means well fitted inhibition curve with a large enough effect; further: nearly all actives have a fitted effect of over 40% in size
Target sequence (Q9NUW8 whole entry, looked up): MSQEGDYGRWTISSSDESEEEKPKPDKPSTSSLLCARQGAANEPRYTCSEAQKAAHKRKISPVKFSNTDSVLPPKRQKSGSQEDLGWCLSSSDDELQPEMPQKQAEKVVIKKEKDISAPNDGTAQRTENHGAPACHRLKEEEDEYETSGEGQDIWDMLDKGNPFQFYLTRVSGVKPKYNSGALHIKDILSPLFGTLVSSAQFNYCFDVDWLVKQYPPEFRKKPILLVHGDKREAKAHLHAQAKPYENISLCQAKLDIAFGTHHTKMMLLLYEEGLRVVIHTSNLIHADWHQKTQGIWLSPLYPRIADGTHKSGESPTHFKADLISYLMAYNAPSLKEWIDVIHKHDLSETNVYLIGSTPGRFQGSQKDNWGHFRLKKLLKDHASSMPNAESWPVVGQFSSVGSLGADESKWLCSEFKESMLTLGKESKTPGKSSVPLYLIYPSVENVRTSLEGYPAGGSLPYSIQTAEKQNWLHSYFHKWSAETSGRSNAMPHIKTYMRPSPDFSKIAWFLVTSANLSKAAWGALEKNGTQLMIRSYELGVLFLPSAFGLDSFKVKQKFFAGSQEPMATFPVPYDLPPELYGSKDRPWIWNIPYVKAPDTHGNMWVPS
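Signal: AlphaScreen proximity between streptavidin donor and anti-FITC acceptor beads on intact substrate. Reaction: Tdp1 1 nM, substrate 15 nM final, 5 min RT after 15 min compound preincubation.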
* = called active by the depositor; & = joins results of further samples; [ ] = remark or other dose. On the % scale 0 is the no-effect control and ±100 the full control effect; potency means the concentration at half of the fitted maximal effect. The list is partial, so the mix of outcomes need not match the whole.

SMILES | TDP1 block
C[C@H](N)C(=O)N[C@@H](CO)C(=O)N[C@H](C(=O)N[C@H](C(=O)N[C@H](C(=O)N[C@@H](CC(N)=O)C(=O)N[C@@H](Cc1ccc(O)cc1)C(=O)N[C@H](C(=O)O)[C@@H](C)O)[C@@H](C)O)[C@@H](C)O)[C@@H](C)O | 7.5%
O=C(OCc1cccc([N+](=O)[O-])c1)c1cc(=O)[nH]c2ccccc12 | 0.0%
CCCN1CCC(=O)N(C(CSc2ccc(OC)cc2)c2ccccc2)CC1 (centres undefined) | 9.1%
O=C1N[C@@H]2[C@H](CCCCC(=O)Oc3ccc([N+](=O)[O-])cc3)SC[C@H]2N1 | 29.2%
CO[C@@H]1COC(=O)[C@@H](CCSC)NC(=O)C/C=C\[C@@H](C)COC(=O)CCC[C@H]1C | 6.9%[21 µM]
CC1(OC(=O)c2ccc(Cl)nc2)C(=O)Cc2cc(-c3ccsc3)ncc2C1=O (centres undefined) | 7.1%[12.3 µM]
c1cc2c3c(c1)ccc1cccc(c13)C2 | 7.0%
C=CCN1C=C2C(=O)C(C)(OC(=O)c3ccco3)C(=O)C(C=C)=C2C=C1C1CC1 (centres undefined) | 5.4%[21 µM]
CCCCn1c(SCc2cc(=O)n3ccsc3n2)nc2cc(C(=O)OC)ccc2c1=O | 6.2%
O=C(CN1CCC(NC(=O)c2ccco2)CC1)Nc1ccccc1[N+](=O)[O-] | 7.3%
Oc1ccc(Nc2ccccc2F)c2cccnc12 | 5.3%
O=[N+]([O-])c1cccc(-c2nc(Oc3ccc(Cl)cc3)c3ccccc3n2)c1 | 0.0%
CNC(=S)NCCCCc1cnc[nH]1 | -6.2%
Nc1cc(-c2ccccc2)c[nH]c1=O | 3.1%
CCCn1c(-c2ccc(F)cc2)nc2c(N3CCN(CCn4ccnc4)CC3)nc(C)nc21 | 10.5%
COC(=O)[C@@]1(Cc2ccc(F)cc2)[C@H]2c3cc(C(=O)N(C)C)n(Cc4ccc(C(F)(F)F)nc4)c3C[C@H]2CN1C(=O)c1ccccc1 | 12.3%
COCc1cc(C)nc(N/N=C/c2ccc(-c3ccc(C(=O)O)c(Cl)c3)o2)c1C#N | 28.2µM*
Nc1cc(C(F)(F)F)ccc1C(=O)O | 0.0%
Cc1nc(NCCO)c2nc(-c3ccccc3)n(CC3CCN(C)CC3)c2n1 | 6.9%
NCCC[C@@H](CC(=O)N[C@@H]1CCCC[C@H]1C(=O)N[C@H](CC(=O)N[C@@H](CCC(=O)O)CC(=O)O)Cc1c[nH]c2ccccc12)NC(=O)C[C@H](CO)NC(=O)[C@@H]1CCCC[C@H]1N | 4.4%

Continued; it opens with the two that closed the last part.
SMILES | TDP1 block
Cc1nc(NCCO)c2nc(-c3ccccc3)n(CC3CCN(C)CC3)c2n1 | 6.9%
NCCC[C@@H](CC(=O)N[C@@H]1CCCC[C@H]1C(=O)N[C@H](CC(=O)N[C@@H](CCC(=O)O)CC(=O)O)Cc1c[nH]c2ccccc12)NC(=O)C[C@H](CO)NC(=O)[C@@H]1CCCC[C@H]1N | 4.4%
CCCCC(CC)CNCC(CC)CCCC (centres undefined) | 7.0%
CC(C)C(=O)Nc1cccc(NC2=NS(=O)(=O)c3ccccc32)c1 | 1.1%
CC1=C2[C@H](/C=C(\C)C(=O)O)CC[C@@H](C)[C@H]2CC1 | 12.1%
CCOc1ccc(NC(=O)CN2C(=O)c3ccccc3Sc3ccc(C(=O)OC)cc32)cc1 | 3.0%
Cn1c(=O)c2c(nc(SCC(=O)c3ccccc3F)n2C)n(C)c1=O | 1.2%
COC(=O)N1[C@H]2CC[C@@]3(C)C=C(C)O[C@]1(C)C3c1ccccc12 | 8.7%
C[C@H]1Cc2c(-c3ccccc3)nc3c(c2CO1)CN(S(=O)(=O)c1ccc(Cl)c2nonc12)CC3 | 15.5%[12.3 µM]
COc1cc(OC)c2ccc(=O)oc2c1C(CC(=O)N1CCCCC1)c1ccc2c(c1)OCO2 (centres undefined) | 3.8%
O=C(CN1C(=O)COc2ccc(S(=O)(=O)N3CCOCC3)cc21)N1CCN(c2ccc(Cl)cc2)CC1 | 1.3%
COC(=O)[C@@H]1CC[C@H](C)[C@@H](c2ccc(C)cc2)N1C(=O)c1ccc(/C=N/O[C@H](C)c2cn([C@@H]3COC[C@H]3O)nn2)cc1 | -5.5%
Cc1cc(C)n2nc(CCCCc3nc4nc(C)cc(C)n4n3)nc2n1 | -1.2%
CCCc1cc2c(n1Cc1cc(F)cc(F)c1)C(C)C1CN(C(=O)c3ccccc3)C(C)(C(=O)OC)C21 (centres undefined) | 11.1%
C=CCNC(=O)N1CCc2nc(-c3ccc(OC)cc3C)c3c(c2C1)CO[C@@H](c1ccccc1)C3 | 21.2%[12.3 µM]
Nc1ncnc2c1ncn2[C@@H]1O[C@H](C(=O)NC2CC2)[C@H](O)[C@H]1O | 5.8%[56.1 µM]
COc1ccc(C(=O)Nc2c(C(=O)c3ccc(F)cc3)oc3ccccc23)cc1 | 1.1%
FC(F)(F)c1ccc(CN2C[C@@H]3C(c4ccccc4)C4(c5ccccc5)CC3(C4)[C@H]2c2ccccc2)cc1 (some centres undefined) | 12.3%&8.3%
COC(=O)C/C=C\[C@@H](C)[C@@H](/C=N\OC[C@@H]1O[C@H](c2ccccc2)C=C[C@@H]1Oc1ccc(OC)cc1)NS(=O)(=O)c1ccc(C)cc1 | 3.7%[21 µM]
Cc1ccc(S(=O)(=O)N[C@H]2COC(=O)[C@@H](Cc3ccccc3)NC(=O)[C@@H](C)COC(=O)C/C=C\[C@@H]2C)cc1 | 0.5%&5.8%[21 µM]
C#CCOCCOCCOCCNc1nc(N2CCN(C(=O)Cn3cc(CCCN=C(N)N)nn3)CC2)nc(N2CCN(C(=O)[C@H]([C@@H](C)CC)n3cc(CCCN=C(N)N)nn3)CC2)n1 | -9.2%
Cc1ccccc1OC1C=CC(c2ccccc2)OC1CO (centres undefined) | 11.1%[21 µM]

Laid out differently: results already given
canonical_smiles	TDP1 block
CCCc1cc2c(n1Cc1cc(F)cc(F)c1)C(C)C1CN(C(=O)c3ccccc3)C(C)(C(=O)OC)C21 (centres undefined)	11.1%
FC(F)(F)c1ccc(CN2C[C@@H]3C(c4ccccc4)C4(c5ccccc5)CC3(C4)[C@H]2c2ccccc2)cc1 (some centres undefined)	12.3%&8.3%

Sorted by length of the SMILES (largest number first): part of the list above
SMILES | TDP1 block
NCCC[C@@H](CC(=O)N[C@@H]1CCCC[C@H]1C(=O)N[C@H](CC(=O)N[C@@H](CCC(=O)O)CC(=O)O)Cc1c[nH]c2ccccc12)NC(=O)C[C@H](CO)NC(=O)[C@@H]1CCCC[C@H]1N | 4.4%
CCCCn1c(SCc2cc(=O)n3ccsc3n2)nc2cc(C(=O)OC)ccc2c1=O | 6.2%
CNC(=S)NCCCCc1cnc[nH]1 | -6.2%

Next structures follow:
SMILES | TDP1 block
CN1C(=O)C2(SCC(=O)N2c2cccc(C(F)(F)F)c2)c2ccccc21 (centres undefined) | 5.6%
COC(=O)C1=C(C(=O)OC)[C@@H]2N(Cc3ccccc3)c3ccccc3[C@@]23C[C@@H](C(=O)OC)N(C(=O)c2ccco2)C3=N1 | 5.0%[12.3 µM]
CCn1ccc2cc(S(=O)(=O)N3CCCN(C(=O)Nc4cccc(SC)c4)CC3)ccc21 | 0.6%
CCOC(=O)c1c(C)[nH]c(C(=O)NCc2ccco2)c1C | 7.5%
CCOc1ccc2nc(N)sc2c1 | 14.9%
Cc1cc(C)c(S(=O)(=O)N2CCN(c3nc4c(c(=O)n(C)c(=O)n4C)n3C)CC2)c(C)c1 | 6.3%
CCCCCCC#CC1C=CC(OC(C)=O)C(COC(C)=O)O1 (centres undefined) | -0.5%[21 µM]
CC(C)C[C@H](NC(=O)[C@@H]1CCCN1C(=O)[C@H](CO)NC(=O)[C@H](Cc1ccccc1)NC(=O)CNC(=O)[C@@H]1CCCN1C(=O)[C@@H]1CCCN1C(=O)[C@@H](N)CCCN=C(N)N)C(=O)O | 6.9%
Cc1c2cnn(CC(=O)N3CCN(c4ncccn4)CC3)c(=O)c2c(C)n1Cc1ccc(F)cc1 | 3.0%
CCCn1c(C)nc2c(N3CCN(C)CC3)nc(C)nc21 | 3.3%
CC1CC=CC2C1C(=O)N(Cc1ccccc1)C2c1ccc2ccccc2c1C=Cc1ccccc1 (centres undefined) | 6.2%
Cn1c(=O)[nH]c(=O)c2c1nc(N1CCCCCC1)n2CC(=O)c1ccccc1 | -1.0%
CCN1C(C)=C(C(=O)OC)C(c2ccccc2)N2C(=O)[C@](O)(C(=O)OC)CC(C(C)=O)=C12 (some centres undefined) | 2.6%[21 µM]
O=C(NCCc1ccccc1)c1cccc(Br)n1 | 9.2%
CCC1=C2CC[C@H]3C(=O)N(c4ccccc4)C(=O)[C@H]3[C@H]2[C@@]2(Cc3ccccc3)C(=NCCc3c[nH]c4ccccc34)OC(=O)N2C1=O | 9.9%
CC(C)[C@H]1COC(c2cc(Cl)cc(Cl)c2)=N1 | 1.0%[234 µM]
CC#CCN1c2ccccc2[C@]23C[C@@H](C(=O)OC)N(S(=O)(=O)c4ccc(Br)cc4)C2=NC(C(=O)OC)=C(C(=O)OC)[C@H]13 | 9.8%[12.3 µM]
COc1ccc(-c2c(C)nn3c(N4CCN(c5ccccc5F)CC4)cc(C)nc23)cc1OC | 3.8%
O=c1c2c3nc4ccccc4nc3n(/N=C/c3cccs3)c2ncn1-c1ccccc1 | -1.6%
O=C1c2ccccc2NC(c2ccc(-c3cccc(F)c3)o2)N1O (centres undefined) | 1.8%
CN(C)CCC1(c2ccc(Cl)cc2)Cc2ccccc2C(=O)O1 (centres undefined) | 8.2%&10.2%
O=C(Nc1cccnc1Cl)c1cccc(F)c1 | -7.4%
O=C(NC1CC1)c1ccc2c(c1)NC(=O)c1ccccc1S2 | 7.8%
CC(C)c1cc(Nc2cccc(O)c2)cc(C(C)C)c1O | 6.2%
N/C(=N\OC(=O)COc1ccc([N+](=O)[O-])cc1)c1ccc(Br)cc1 | 2.5%
CCOC(=O)CN(Cc1ccccc1)C(=O)OC(C)(C)C | 4.4%
Cc1ccc(COC(=O)c2ccc(-c3nnn(Cc4ccc(C)cc4)n3)cc2)cc1 | -5.8%
CC(=O)OCC1OC(C#Cc2ccc(F)cc2F)C=CC1OC(C)=O (centres undefined) | -0.5%[21 µM]
NCCC[C@@H](CC(=O)N[C@@H]1CCCC[C@H]1C(=O)N[C@H](CC(=O)N[C@@H](CCC(=O)O)CC(=O)O)Cc1ccccc1)NC(=O)C[C@H](Cc1c[nH]c2ccccc12)NC(=O)[C@@H]1CNCC[C@H]1N | 5.6%
Cc1nnc(N2C(=O)C(=O)/C(=C(/O)c3ccc4c(c3)OCCO4)C2c2ccc([N+](=O)[O-])cc2)s1 (centres undefined) | 7.8%
O=C(CCCn1c(=O)oc2ccccc21)NC1CCCCCC1 | -2.7%
Cc1nn(-c2ccc(F)cc2)c(-n2cccc2)c1C(=O)NCCCN1CCN(c2cccc(Cl)c2)CC1 | 8.5%
CC(C)CC1OC(=O)C2=CCCCC21 (centres undefined) | 10.8%
C(=C\c1ccccc1)/CN1CCN(Cc2ccc3c(c2)OCCO3)CC1 | 6.6%
COc1ccc(OC)c(Nc2nc(-c3sc(NC(=O)c4ccccc4)nc3C)cs2)c1 | 3.4%
COC(=O)c1ccc2c(c1)c(I)c(-c1ccc(OC)cc1)n2C | 7.1%
CSCC[C@@H]1NC(=O)C/C=C\[C@@H](C)COC(=O)[C@H](C)COC1=O | 5.8%[21 µM]
COC(=O)C/C=C\[C@@H](C)[C@@H](/C=N\O[C@@H](C)c1cn([C@H](CO)Cc2ccccc2)nn1)OC | 3.7%&14.3%[21 µM]
CC(C)=C1C(=O)C(c2ccccc2)=C2CN3C(=O)N(CCc4ccccc4)C(=O)[C@]3(Cc3ccccc3)[C@H]21 | 5.7%
CC(=O)OCCN1C(=O)c2c(C)nc3ccc(S(=O)(=O)N4CCOCC4)cc3c2C1=O | 6.2%
Cc1noc(C)c1-c1ccc2ncnc(NCc3cccn3C)c2c1 | 5.6%
O=c1oc2c(CN3CCOCC3)c(O)c(Cl)cc2c2c1CCC2 | 3.8%
O=C(NCC1CC1)[C@H]1C[C@@H]1[C@H](NP(=O)(c1ccccc1)c1ccccc1)c1ccccc1 | 5.7%
CCN1CCN(c2nc(-c3ccncc3)nc3ccccc23)CC1 | 2.0%
CCCCCCC1=Cc2cc(OC)c(OC)cc2C(C2(C(=O)OCC)CCCC2=O)O1 (centres undefined) | -0.5%[21 µM]
COC(=O)C1(C(=O)OC)CC2=CC(CC2=O)Cc2ccccc2[C@@H]1C[N+](=O)[O-] (some centres undefined) | 3.1%
O=S1(=O)c2ccccc2N=NN1Cc1ccc(Cl)c(Cl)c1 | -1.0%
COc1ccccc1Nc1nc(NCCO)c2ccccc2n1 | 2.9%
Cc1oc(-c2ccc(C(=O)NCCC(C)C)cc2)nc1CN1CCc2ccccc21 | -1.8%
CCOC(=O)c1c(-c2cccs2)csc1NC(=O)CNCCN1CCOCC1 | 6.6%
CCN(CC)C(=O)c1nn(-c2ccc(OC)cc2)c(=O)c2c(N)scc12 | -4.2%
COc1ccc(-c2cccc(C3CC=CC4C3C(=O)N(Cc3ccccc3)C4c3cc(C)ccc3F)c2)cc1 (centres undefined) | -1.2%
OC[C@H]1O[C@@H](n2cnc3c(N[C@H]4CC5CCC4C5)ncnc32)[C@H](O)[C@@H]1O (some centres undefined) | 5.2%[56.1 µM]
